RT RNaseH block: HIV-1 RT RNase H inhibitors, primary screen, biochemical, fluorescence | RT-RNase H RNA/DNA duplex cleavage | Gag-Pol polyprotein (Human immunodeficiency virus type 1 group M subtype B (isolate … | inhibition, % at 10 µM | hit rate 1.9% among 65,000; in the data active = inhibition above about 50%
RmlCD inh mix: RmlC and RmlD coupled enzyme inhibitors, primary screen, biochemical, 384-well, compound mixtures, retest. RmlC/RmlD coupled enzyme inhibition, 384-well mixture HTS. inhibition, % at 5.5 µM. hit rate 0.39% among 110,000. AID 1532, 2009; in the data active = inhibition above about 30%, passing the limit was not always enough; inconclusive = no clear call, values can overlap the other calls; note: strong numbers were not always called active
An asterisk follows results filed as active; ? = inconclusive; . = not tested or not shown. This is a subset; the hit share may differ from the screen's.

SMILES	RT RNaseH block	RmlCD inh mix
Cc1ccc(N2C(=O)C3ON(c4ccccc4)C(c4ccncc4)C3C2=O)c(C)c1 (centres undefined)	4.2	5.4
NC(=O)C1(N2CCCCC2)CCN(C(=O)CSc2nc3ccccc3[nH]2)CC1	-5.3	4.1
CCn1c(SCCC(=O)Nc2ccccc2)nnc1-c1ccc(OC)cc1	-2.7	-20.3
COc1cc(OC)c2c(-c3ccccc3)cc(=O)oc2c1C(CCN1CCN(c2ccccc2)CC1)c1ccc(N(C)C)cc1 (centres undefined)	.	6.7
CC(=O)N1CCc2cc(S(=O)(=O)NCCC(=O)Nc3cccc(C)c3C)ccc21	2.9	-7.1
Cc1ccc(N(CN2C(=O)C3CC=CCC3C2=O)C(=O)c2ccco2)cc1Cl (centres undefined)	2.3	-5.0
O=C(C1CCN(S(=O)(=O)c2ccccc2)CC1)N1CCC2(CC1)OCCO2	.	-2.5
C=CCn1c(COc2ccccc2)nnc1SCc1ccc(C#N)cc1	-37.1	-14.5
Cc1ccc(C)c(CN2CCNC2=O)c1	-14.6	-1.0
Cn1ccnc1SCC(=O)Nc1ccc(Oc2ccccc2)cc1	-3.4	5.5
CN(C)S(=O)(=O)N1CCN(S(=O)(=O)c2ccc3ccccc3c2)CC1	.	95.7
Cc1nc2scc(-c3ccccc3)c2c(=O)n1N	-4.6	3.3
O=S(=O)(NCC1CC1)c1cccc(S(=O)(=O)N2CCCC2)c1	-6.0	-8.1
CCOC(=O)c1ccccc1NC(=O)Cn1cnc2c(cnn2C(C)(C)C)c1=O	-10.3	5.4
CC1CCN(Cc2nc(-c3ccccc3)no2)CC1	-21.7	0.5
CC(N)C12CC3CC(C1)CC(C(C)N)(C3)C2 (centres undefined)	2.8	?
COc1ccc(NC(=O)CSc2nc(N)c(-c3ccccc3)c(=O)[nH]2)cc1	.	-10.3
CS(=O)(=O)c1ccc2nc(NC(=O)c3cc4ccccc4o3)sc2c1	.	-19.0
Cc1cc(NC(=O)CSc2nc3c(c(=O)n(C)c(=O)n3C)n2C(C)C)no1	0.0	-11.8
COc1cccc(CNC(=O)C2CCN(S(=O)(=O)c3cccc4cccnc34)CC2)c1	-36.6	.
CCCOC(=O)C1=C(C)NC2=C(C(=O)CCC2)C1c1cccc(OC)c1OC (centres undefined)	-3.4	8.5
CCc1ccc(NC2=CC(=O)CC(c3ccco3)C2)cc1 (centres undefined)	-7.0	-10.5
Cc1ccnc(NS(=O)(=O)c2ccc(NS(=O)(=O)Cc3ccccc3)cc2)n1	.	-7.7
COc1ccccc1Nc1nc(N)nc(-c2cc3ccccc3o2)n1	4.0	-2.4
COc1ccc(C(=O)c2cn[nH]c2-c2cc(Cl)ccc2O)cc1	-22.6	-6.5

Reformatted with two lines to a compound: entries from further up.
Results follow in this order: RT RNaseH block, RmlCD inh mix
- CS(=O)(=O)c1ccc2nc(NC(=O)c3cc4ccccc4o3)sc2c1
 : ., -19.0
- Cc1cc(NC(=O)CSc2nc3c(c(=O)n(C)c(=O)n3C)n2C(C)C)no1
 : 0.0, -11.8
- COc1cccc(CNC(=O)C2CCN(S(=O)(=O)c3cccc4cccnc34)CC2)c1
 : -36.6, .

Returning to the listing; the 6 compounds before the break are reprinted first.
SMILES	RT RNaseH block	RmlCD inh mix
COc1cccc(CNC(=O)C2CCN(S(=O)(=O)c3cccc4cccnc34)CC2)c1	-36.6	.
CCCOC(=O)C1=C(C)NC2=C(C(=O)CCC2)C1c1cccc(OC)c1OC (centres undefined)	-3.4	8.5
CCc1ccc(NC2=CC(=O)CC(c3ccco3)C2)cc1 (centres undefined)	-7.0	-10.5
Cc1ccnc(NS(=O)(=O)c2ccc(NS(=O)(=O)Cc3ccccc3)cc2)n1	.	-7.7
COc1ccccc1Nc1nc(N)nc(-c2cc3ccccc3o2)n1	4.0	-2.4
COc1ccc(C(=O)c2cn[nH]c2-c2cc(Cl)ccc2O)cc1	-22.6	-6.5
Cc1ccc(NC(=O)Cc2nn(C)c(=O)c3ccccc23)cc1F	1.1	6.4
Cc1ccc(-c2nnc(Nc3ccccc3)c3ccccc23)cc1S(=O)(=O)NCC1CCCO1 (centres undefined)	.	8.6
O=C(Nc1cccc(Cl)c1)Nc1ccccc1C(=O)NCc1ccco1	.	-10.3
Cc1ccc2nc(C(O)C(O)c3nc4ccc(C)cc4[nH]3)[nH]c2c1 (centres undefined)	9.2	6.5
CCOC(=O)CN(C(=O)CSc1nnc(Cc2ccccc2)n1-c1ccc(C)cc1)c1ccccc1	.	6.0
CCn1c2ccccc2c2nc3cc(S(=O)(=O)N4CCOCC4)ccc3nc21	98.3*	.
O=C1c2ccccc2N2C(=O)c3ccccc3[C@H]2N1c1ccccc1	.	27.3
O=C(Nc1cccc(-c2nc3ncccc3o2)c1)c1cc2ccccc2o1	-16.1	-16.5
CC1Cc2ccccc2N1C(=O)Cn1c(=O)oc2cc(S(=O)(=O)NC3CCCC3)ccc21 (centres undefined)	-1.4	-14.7
CCOc1cc(S(=O)(=O)N2CCN(c3ccc(F)cc3)CC2)c(OCC)cc1-n1cnnn1	-8.7	-21.6
CN(CC(=O)NC1CCCCCCC1)S(=O)(=O)c1cccc2cccnc12	-21.0	-16.3
O=C(O)C1=C[C@H](c2ccc(C(F)(F)F)cc2)C[C@H](OCc2ccc(CO)cc2)O1	.	10.1
CC(Sc1nnc(Cn2c(=O)sc3ccccc32)n1C)c1ccccc1 (centres undefined)	-43.8	19.3
CCOc1ccccc1C(=O)Nc1ccc(-c2nnc(-c3ccc(C)cc3)o2)cc1	-14.2	.
C=CCC(NC(C)c1ccccc1)c1ccco1 (centres undefined)	.	-7.3
Cc1ccc(C(C(=O)NC2CCCC2)N(C(=O)Cc2cccs2)c2ccc3c(c2)OCCO3)cc1 (centres undefined)	.	-9.6
CCN(C(=O)CCS(=O)(=O)c1ccc(Br)cc1)c1ccc2c(c1)OCO2	-24.6	8.2
O=C(CN1C(=O)c2cccc3cccc(c23)C1=O)N1CCN(Cc2ccc3c(c2)OCO3)CC1	.	-5.8
COc1ccc(-n2c(SCCC(=O)O)nnc2-c2ccncc2)cc1	2.1	-16.8
CCOc1ccc(N2C(=O)CC(n3nc(C)cc3C)C2=O)cc1 (centres undefined)	-3.7	-15.8
CC1=C(C)CC(C(=O)NCCc2ccccc2)C(C(=O)O)C1 (centres undefined)	.	-13.5
Cc1cccc(OCC(=O)Nc2ccc(N3CCCC3)cc2)c1C	7.9	-8.5
CCCN(CCC)CCNC(=O)C1CC(=O)N(c2ccc(OC)cc2)C1c1ccc(OC)cc1 (centres undefined)	.	-11.4
CCCCCn1c(=O)c(C(=O)c2ccccc2)nc2ccccc21	.	-3.5
Brc1ccc(-c2nnc3n2-c2ccccc2CC3)cc1	-16.9	-5.5
Later entries
SMILES	RT RNaseH block	RmlCD inh mix
O=C1CCN=C(Nc2ccc(F)cc2)N1Cc1ccccc1	-12.0	-7.7
Cc1ccc2c(c1)c(-c1ccccc1)nc1nncn12	-16.2	-7.7
COC(=O)c1ccsc1NC(=O)CSc1nnnn1Cc1ccccc1	-59.0	-5.4
CCn1c(-c2ccsc2)nc2c1c(=O)[nH]c(=O)n2Cc1ccccc1	8.3	-5.7
CC(=O)Nc1ccc(N2C(=O)CSC2c2ccc(F)cc2)cc1 (centres undefined)	-14.4	-0.7
COc1ccc(-c2nn3c(-c4ccccc4)nnc3s2)cc1OC	-38.4	2.0
CCc1cccc(OCC(=O)Nc2ccc(S(=O)(=O)Nc3onc(C)c3C)cc2)c1	-3.9	.
CCn1c(SCC(=O)Nc2ccccc2)nc2c1c(=O)n(C)c(=O)n2C	.	-101.5
CCN(CC)CC(O)COc1ccccc1C(=O)CCc1ccccc1 (centres undefined)	-7.4	13.9
CC(=O)Nc1nonc1-c1nc2ccccc2n1Cc1ccccc1	.	6.2
COc1ccccc1NC(=O)CN1CCN(CC(=O)Nc2cc(NC(C)=O)ccc2OC)CC1	-12.5	-12.7
CC(C)(C)Nc1nc(N2CCCC2)nc(N2CCCC2)n1	.	10.6
COc1ccc(C)cc1-n1nnnc1SCC(=O)c1cc(C)n(Cc2ccco2)c1C	-10.2	6.5
CCN(CC)C(=O)CSc1nnc(-c2ccco2)n1Cc1ccco1	-2.3	-10.0
CCOc1ccc(CNC(=O)C2CCN(S(=O)(=O)CC)CC2)cc1OC	-16.7	-9.5
CCCNC(=O)C1CCN(S(=O)(=O)c2ccc(-c3nn[nH]n3)cc2)CC1	.	15.9
Cn1cnnc1SC(C(=O)Nc1cc(Cl)cc(Cl)c1)c1ccccc1 (centres undefined)	.	6.6
Cc1nnc(Sc2nc3c(c(=O)n(C)c(=O)n3C)n2Cc2ccc(Cl)cc2)s1	-19.2	.
Cc1cc(C)n(-c2nc(SCC(=O)NCC3CCCO3)c3c4c(sc3n2)CCCC4)n1 (centres undefined)	-10.3	.
CCOC(=O)c1sc2nc(NC(=O)C3CC3)sc2c1C	14.9	-46.1
CN(C)S(=O)(=O)c1cccc(NC(=O)Cn2cnc3ccccc3c2=O)c1	.	-6.6
CCNS(=O)(=O)c1ccc(OCCNS(C)(=O)=O)cc1	-0.1	-9.5
CCCc1cc(=O)[nH]c(Nc2cc(OC)ccc2OC)n1	-24.6	3.4
CC(C)c1nc(SCC(=O)c2ccccc2)c2c(=O)n(C)c(=O)n(C)c2n1	.	4.1
O=S(=O)(NCCc1csc(-c2ccccc2)n1)c1ccc2c(c1)OCCO2	-41.7	7.3
Continuation.
SMILES	RT RNaseH block	RmlCD inh mix
CCOC(=O)c1c(CN2CCOCC2)n(-c2ccccc2)c2ccc(O)cc12	14.7	1.9
CC(OC(=O)c1cc2sccc2n1C)C(=O)NCC1CCCO1 (centres undefined)	-25.1	-15.2
O=c1ccc(/C=C/c2ccccc2)nn1Cc1ccc(Cl)cc1Cl	.	-14.8
COc1cccc(C(O)c2nc3ccccc3n2C(C)C)c1 (centres undefined)	.	10.2
CCOCCCNC(=O)c1ccc2c(c1)OCO2	-9.4	-18.8
Cn1c(=O)cc(OCC(=O)NCc2cccnc2)c2ccccc21	-15.5	-2.1
O=c1c2ccc(Cl)cc2nc(-c2cccc(C(F)(F)F)c2)n1O	.	2.8
CC(=O)C[C@H]1c2cc(C(F)(F)F)ccc2S(=O)(=O)N1C1CCCCC1	.	-8.6
O=C(CSc1nnc(-c2ccccc2)o1)Oc1ccc(Br)cc1	.	-8.5
CCOc1ccc(-c2noc(CCCC(N)=O)n2)cc1OC	.	9.6
O=C(CCC(=O)OCC(=O)c1ccc(F)cc1)NC1CCCCC1	.	-14.6
O=C(CCSCCc1ccccn1)Nc1ccc(Br)cn1	.	9.1
COc1ccc(OC)c(NC(=O)c2ccc(NC(C)=O)cc2)c1	-5.7	3.0
COc1cccc(NC(=O)CSc2nnc(Cn3c(=O)sc4ccccc43)n2C)c1	-10.4	8.4
CN(C(=O)CSc1nc(N)nn1-c1ccccc1)c1ccccc1	-14.5	5.4
O=C(Nc1nc2nc(-c3ccccc3)cc(-c3ccccc3)n2n1)c1ccco1	-4.9	6.8
CCn1c(=O)cc(SCC(=O)Nc2ccc(OC)c(OC)c2)c2ccccc21	.	-6.2
COc1ccc(OC)c(S(=O)(=O)Nc2c(F)cccc2F)c1	-1.0	0.9
CCC(NC(=O)c1cccc(Cn2cc([N+](=O)[O-])cn2)c1)c1ccc(C(C)C)cc1 (centres undefined)	.	17.8
O=C(NC1=NCCS1)c1cccc(NC(=O)c2ccco2)c1	-2.1	0.2
CCC(CO)n1c(SCc2cc(=O)oc3cc(C)ccc23)nc2ccccc2c1=O (centres undefined)	.	-1.6
CC1CN(c2cc(=O)n(-c3ccc(Cl)cc3)c(=O)[nH]2)CC(C)O1 (centres undefined)	.	-10.7
C/C=C/COc1nc2c(c(=O)n(C)c(=O)n2C)n1C	0.9	1.4
COc1ccc(-n2c(SCC(=O)Nc3ccccc3)nnc2-c2ccc(NS(=O)(=O)c3ccc(C)cc3)cc2)cc1	.	3.9
CCN(CC)S(=O)(=O)c1cccc(-c2nnc(SCCCC(=O)c3ccc(F)cc3)o2)c1	-11.9	-7.9
The list goes on.
SMILES	RT RNaseH block	RmlCD inh mix
COCCN(CCOC)Cc1c(C)[nH]c2c(C)c(C)ccc2c1=O	-5.5	-12.0
CCOC(=O)CSc1nnc(CCc2nc3ccccc3[nH]2)n1C	0.2	0.5
CCCCN1C(=S)SC(C)(C)C1/[N+]([O-])=C/c1cccnc1 (centres undefined)	.	-0.2
CN(C)c1ccc(C(=O)N2CC(=O)N(CCc3ccccc3)C(=O)C2)cc1	-41.0	.
CCC(c1nnnn1Cc1ccco1)N(Cc1ccccc1OC)Cc1cc2cc(C)ccc2[nH]c1=O (centres undefined)	25.0	-7.4
CNC(=O)c1nnc(Cc2ccc(Cl)cc2)o1	.	5.6
Cc1n[nH]c(=O)n1-c1ccc(Oc2ccccc2)cc1	.	0.3
CCC(C)(C)n1nnnc1C(c1ccc(OC)c(OC)c1)N1CCN(c2ccc(OC)cc2)CC1 (centres undefined)	16.1	14.3
CCCn1c(CCC(=O)Nc2ccccc2Cc2ccccc2)nc2cc(S(=O)(=O)N3CCOCC3)ccc21	.	-13.1
CCCC(=O)Nc1ccc2nc(SCC(=O)Nc3ccc(N4CCOCC4)c(Cl)c3)sc2c1	.	-4.9
CCSc1nnc(-c2ccc(S(=O)(=O)NCc3cccs3)cc2)o1	-9.1	-1.7
CC(C)OC(=O)CC12CN3CC(CC(=O)OC(C)C)(CN(C1)C(=O)c1ccccc1C3=O)C2=O	-1.1	.
O=C(CCN1CCc2ccccc2C(c2ccccc2)C1)c1ccc2c(c1)OCCO2 (centres undefined)	.	16.5
CCc1[nH]nc2c1C1(CCOC1C)C(C#N)=C(N)O2 (centres undefined)	-15.6	-32.6
C/C(=C1\SC(N2CCOCC2)=NC1=O)c1ccc(C)cc1	-25.5	-10.3
CCC(Sc1nc2sc(C(=O)OC)c(C)c2c(=O)n1N)C(=O)N(CC)CC (centres undefined)	.	-2.4
COc1ccc(CCNc2nc(=O)[nH]nc2C)cc1OC	1.1	7.2
CCOC(=O)c1c(NC(=O)Cc2cccs2)sc(C(=O)N2CCCCC2)c1C	6.0	-1.0
